C diff growth: inhibitors of Clostridium difficile growth | Clostridium difficile clinical isolate growth, OD600, 24 h; active compounds read low | growth activity, negative = inhibition, % at 16 µg/mL (by protocol) | 0.25% of 86,000 active | AID 1259249;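 active = mean growth activity at or below -80% and every replicate also at or below -80%; inconclusive = mean at or below -80% but some replicate above -80%; inactive = mean growth activity above -80%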;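 note: 0% = DMSO wells and -100% = levofloxacin 16 µg/mL wells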
T cruzi growth: inhibitors of T. cruzi proliferation | T. cruzi beta-gal in NIH3T3, GalScreen luminescence, 90 h | inhibition, % at 8.34 µM | 5.9% of 77,000 active | AID 624255;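 active = mean inhibition above about 93%, with at least 55% of replicates each passing it, limit read from the data, passing the limit was not always enough; inconclusive = only one of those two conditions holds; inactive = neither condition holds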
GASC1 inh: KDM4C (human) demethylase inhibition | GST-KDM4C 2-372, H3K9me3 peptide, LANCE TR-FRET | 0.15% of 96,000 active | Q9H3R0 | inhibition, % at 12.5 µM;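 active = mean replicate inhibition above about 25%, with at least 55% of replicates also reaching it, limit read from the data, passing the limit was not always enough; inconclusive = only one of those two conditions met; inactive = neither condition met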
Target sequence (Q9H3R0 2-372 limits assumed): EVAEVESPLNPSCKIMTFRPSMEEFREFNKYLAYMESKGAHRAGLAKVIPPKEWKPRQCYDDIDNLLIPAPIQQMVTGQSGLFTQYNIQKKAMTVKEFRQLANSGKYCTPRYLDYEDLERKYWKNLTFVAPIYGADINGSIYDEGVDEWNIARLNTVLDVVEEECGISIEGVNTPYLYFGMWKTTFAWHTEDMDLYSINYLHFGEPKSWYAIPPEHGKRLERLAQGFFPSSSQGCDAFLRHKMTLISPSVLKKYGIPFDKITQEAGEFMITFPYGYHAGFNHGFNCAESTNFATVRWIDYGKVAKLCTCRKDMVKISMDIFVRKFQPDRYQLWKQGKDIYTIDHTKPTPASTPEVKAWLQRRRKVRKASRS
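System: N-terminal GST-fused human GASC-1 (KDM4C) fragment, residues 2-372; amount: enzyme final amount 10 nM; incubation: reaction 30 min RT, detection step 1 h RT; medium: HEPES buffer, pH 7.5, plus ascorbate; technique: LANCE TR-FRET, Eu antibody, ULight-streptavidin, EDTA, ex 340 nm, em 618/671 nm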
Pf Dd2 growth: inhibitors of Plasmodium falciparum Dd2 growth; P. falciparum Dd2 growth, SYBR Green, 72 h; active compounds read low; activity change, % at 10 µM; 2.3% of 94,000 active; AID 1159554; in the data active = activity change below about -80%; inconclusive = no clear call, values can overlap the other calls
An asterisk follows results filed as active; ? = inconclusive; . = not tested or not shown; & = joins results of further samples.

SMILES	C diff growth	T cruzi growth	GASC1 inh	Pf Dd2 growth
C[C@@H]1CN([C@@H](C)CO)C(=O)c2cc(C#Cc3cccnc3)cnc2O[C@H]1CN(C)S(=O)(=O)c1ccccc1F	-5	51	-4.3	-24
COc1ccc2c3c(n(C)c2c1)[C@@H](CO)N(C(=O)Nc1ccccc1F)CC31CCN(C(C)=O)CC1	-1	.	0.4	8
CCCNC(=O)N(C)C[C@@H]1Oc2cc(C#Cc3ccccn3)ccc2S(=O)(=O)N([C@H](C)CO)C[C@@H]1C	4	16	-0.4	-3
COc1ccc(S(=O)(=O)N[C@H]2C=C[C@@H](CC(=O)NCc3ccccc3F)O[C@H]2CO)cc1	2	-27	0.9	-1
O=C(C[C@H]1C[C@H]2c3cc(NC(=O)Nc4ccccc4)ccc3O[C@H]2[C@H](CO)O1)NCc1ccccc1	2	46	-1.4	-24
CC(C)NC(=O)Nc1ccc2c(c1)C(=O)N([C@@H](C)CO)C[C@@H](C)[C@@H](CN(C)Cc1ccncc1)O2	2	.	-0.5	10
Cc1ccc(-c2ccc3c(c2)O[C@H](CN(C)C(=O)Nc2ccccc2)[C@@H](C)CN([C@H](C)CO)S3(=O)=O)cc1	1	.	6.6	8
O=C(N[C@H]1C=C[C@@H](CC(=O)N2CCCCC2)O[C@H]1CO)c1ccccn1	.	19	-0.4	3
COc1ccc(S(=O)(=O)N2CCCCN3[C@H](CO)[C@H](c4ccc(C5=CCCC5)cc4)[C@H]3C2)cc1	30	94	-1.0	-35
O=C(C[C@@H]1CC[C@@H](NS(=O)(=O)c2ccc(F)cc2)[C@H](CO)O1)N1CCC(Cc2ccccc2)CC1	60	36	0.5	-11
CC(C)CC#Cc1ccc2c(c1)O[C@@H](CN(C)Cc1ccc(F)cc1)[C@@H](C)CN([C@@H](C)CO)S2(=O)=O	15	99	0.8	-41
CC(=O)N1[C@H](CN(C)C(=O)c2ccccc2F)[C@@H](c2ccccc2)[C@@H]1CO	3	67	0.9	-9
COCC(=O)Nc1ccc2c(c1)C(=O)N(C)[C@H]1CC[C@@H](CC(=O)NCC3CCCCC3)O[C@@H]1CO2	5	-20	-2.7	3
C[C@@H]1CN([C@@H](C)CO)C(=O)c2cc(NC(=O)Nc3ccccc3)ccc2O[C@@H]1CN(C)Cc1ccncc1	-4	32	0.7	-8
COCC(=O)Nc1ccc2c(c1)C(=O)N(C)C[C@H](OC)[C@@H](C)CN[C@H](C)CO2	0	-75	0.7	-21
COc1ccc(-c2ccccc2[C@@H]2[C@@H](CO)N(C(=O)NC(C)C)[C@H]2C#N)cc1	24	.	-2.0	0
CN(C)CC(=O)N1[C@H](C#N)[C@@H](c2ccc(C#CC3CCCCC3)cc2)[C@H]1CO	0	109*	-0.3	-21
COCc1cn(CC[C@@H]2CC[C@H](NC(=O)Nc3ccc(F)cc3)[C@H](CO)O2)nn1	3	2	-1.0	16
C[C@@H]1CN([C@H](C)CO)C(=O)c2cc(NC(=O)Nc3ccc4c(c3)OCO4)ccc2O[C@H]1CN(C)Cc1ccc(-c2ccccc2)cc1	5	70	-0.6	-16
C[C@@H]1CCCCO[C@@H](CN(C)Cc2ccncc2)[C@H](C)CN([C@H](C)CO)C(=O)c2cc(NS(=O)(=O)c3cccs3)ccc2O1	1	36	0.9	-11

Individual results from the entries so far.
CN(C)CC(=O)N1[C@H](C#N)[C@@H](c2ccc(C#CC3CCCCC3)cc2)[C@H]1CO – C diff growth = 0
C[C@@H]1CN([C@H](C)CO)C(=O)c2cc(NC(=O)Nc3ccc4c(c3)OCO4)ccc2O[C@H]1CN(C)Cc1ccc(-c2ccccc2)cc1 – C diff growth = 5

Remaining list, next part
SMILES	C diff growth	T cruzi growth	GASC1 inh	Pf Dd2 growth
O=C(C1CCOCC1)N1CC(=O)N2[C@@H](CO)[C@H](c3ccc(C#CC4CC4)cc3)[C@@H]2C1	25	.	-0.2	10
COCC#Cc1ccc([C@@H]2[C@H](CO)N3C(=O)CN(C(=O)C4CCCCC4)C[C@@H]23)cc1	0	.	-0.8	24
COc1ccc(NC(=O)Nc2ccc3c(c2)CC(=O)N([C@@H](C)CO)C[C@H](C)[C@H](CN(C)CC2CC2)O3)cc1	-4	11	1.3	-78
CNC[C@@H]1OCCCC[C@H](C)Oc2ccc(NS(=O)(=O)c3ccc(Cl)cc3)cc2C(=O)N([C@@H](C)CO)C[C@@H]1C	0	32	-0.6	-17
COCC#Cc1cnc2c(c1)C(=O)N([C@H](C)CO)C[C@@H](C)[C@H](CN(C)C(=O)c1cccc(F)c1)O2	-2	14	1.7	7
COc1cccc(C(=O)Nc2ccc3c(c2)C(=O)N(C)C[C@@H](OC)[C@@H](C)CN(C(C)=O)[C@H](C)CO3)c1	-2	25	2.9	4
CCCNC(=O)Nc1ccc2c(c1)OC[C@H](C)N(Cc1ccncc1)C[C@@H](C)[C@@H](OC)CN(C)C2=O	.	5	2.9	-14
COc1ccc(CN(C)C[C@H]2Oc3c(NC(=O)Nc4ccc(F)cc4)cccc3C(=O)N([C@@H](C)CO)C[C@@H]2C)cc1	6	21	0.3	1
CCC(=O)N1[C@@H]2c3ccc(-c4ccccc4)c(=O)n3C[C@H]1[C@H](CO)[C@H]2C(=O)N1CCc2ccccc2C1	-2	19	-0.1	8
C[C@@H]1CN([C@@H](C)CO)C(=O)Cc2cc(NS(=O)(=O)c3cn(C)cn3)ccc2O[C@@H]1CN(C)CC1CC1	-3	12	-0.5	5
CCNC(=O)C[C@@H]1CC[C@H]2[C@H](COc3ccc(NC(=O)Cc4cccs4)cc3C(=O)N2C)O1	32	-23	-0.6	5
CNC[C@H]1OCCCC[C@H](C)Oc2ccc(NC(=O)Nc3ccc(F)cc3)cc2C(=O)N([C@H](C)CO)C[C@H]1C	2	87	-0.2	11
O=C(C[C@@H]1CC[C@H]2[C@@H](COC[C@H](O)CN2Cc2ccccc2)O1)N1CCOCC1	2&0	83	-1.9	16
C[C@@H]1CCCCO[C@@H](CN(C)Cc2ccc(C(=O)O)cc2)[C@H](C)CN([C@H](C)CO)C(=O)c2cc(NC(=O)CCCN(C)C)ccc2O1	5	-96	3.0	11
CNC[C@@H]1Oc2ccc(NC(=O)c3ccncc3)cc2CC(=O)N([C@@H](C)CO)C[C@H]1C	-8	-1	0.0	1
CN1c2ccc(-c3ccccc3F)cc2[C@H]2[C@H](CCN2C(=O)NC2CCCCC2)[C@H]1CO	9	.	-10	-13
CC=Cc1ccc2n(c1=O)C[C@@H]1[C@@H](CO)[C@H](C(=O)N3CCc4ccccc4C3)[C@H]2N1CCC (mixture of isomers)	-1	103*	1.2	-2
C[C@@H]1CCCCO[C@H](CN(C)S(=O)(=O)c2cccs2)[C@@H](C)CN([C@@H](C)CO)C(=O)c2cc(NS(=O)(=O)c3ccc(Cl)cc3)ccc2O1	10	93*	0.3	-57
Cc1noc(C)c1S(=O)(=O)Nc1ccc2c(c1)C(=O)N([C@@H](C)CO)C[C@@H](C)[C@@H](CN(C)S(=O)(=O)c1ccccc1)O2	.	-111	0.4	6
COCC(=O)N1C[C@@H](C)[C@@H](OC)CN(C)C(=O)c2cc(NC(=O)c3ccccc3)ccc2OC[C@@H]1C	.	.	0.1	-25
C[C@@H]1CCCCO[C@@H](CN(C)S(=O)(=O)c2cn(C)cn2)[C@@H](C)CN([C@@H](C)CO)C(=O)c2cc(NS(=O)(=O)c3cn(C)cn3)ccc2O1	-4	-20	11	44
Cc1ccc(S(=O)(=O)Nc2ccc3c(c2)C(=O)N([C@H](C)CO)C[C@@H](C)[C@@H](CN(C)S(=O)(=O)c2c(C)noc2C)O3)cc1	-3	22	0.3	-12
Cn1cnc(S(=O)(=O)N[C@H]2CC[C@H](CC(=O)NCC3CCCCC3)O[C@@H]2CO)c1	-3	16	1.1	9
CCCNC(=O)[C@@H]1[C@@H](CO)[C@@H]2Cn3c(ccc(-c4ccccc4OC)c3=O)[C@@H]2N1C(=O)CC	3	13	0.0	13
C[C@@H]1CN([C@@H](C)CO)S(=O)(=O)c2ccc(C#Cc3ccccn3)cc2O[C@@H]1CN(C)C	-1	.	0.0	22
CN(C)C(=O)C[C@H]1C[C@H]2c3cc(NC(=O)Nc4ccc(F)cc4)ccc3O[C@H]2[C@H](CO)O1	-9	-24	-1.2	5
COc1ccc(-c2ccc([C@@H]3[C@H](CN(C)S(C)(=O)=O)N[C@@H]3CO)cc2)cc1	-6	.	-3.6	-61
CC(C)NC(=O)Nc1ccc2c(c1)CC(=O)N([C@@H](C)CO)C[C@@H](C)[C@@H](CN(C)C(=O)Nc1ccc3c(c1)OCO3)O2	-6	-1	2.4	9
CC1C=NC(S(=O)(=O)N2CC[C@H]3[C@@H](CO)N(C)c4ccc(-c5ccccc5)cc4[C@H]32)=N1 (some centres undefined)	-6	91	2.1	18
C[C@@H]1CCCCO[C@H](CN(C)C(=O)Nc2cccc3ccccc23)[C@H](C)CN([C@H](C)CO)C(=O)c2cc(NC(=O)Cc3ccccc3)ccc2O1	-2	.	-1.3	-84*
O=C(NCC1CC1)[C@@H]1[C@@H](CO)[C@@H]2Cn3c(cccc3=O)[C@H]1N2C(=O)c1ccccc1	-3	-18	1.1	4
O=S(=O)(c1ccc(F)cc1)N1CCCCN2[C@@H](CO)[C@@H](c3ccc(-c4ccccc4F)cc3)[C@@H]2C1	2	81	.	-63
CCCN1C[C@@H](C)[C@H](OC)CN(C)C(=O)c2cc(NC(=O)c3cccc(F)c3)ccc2OC[C@@H]1C	-4	26	0.9	12
O=C(C[C@@H]1C[C@H]2c3cc(NC(=O)Nc4ccc(C(F)(F)F)cc4)ccc3O[C@H]2[C@H](CO)O1)NCc1ccc(Cl)cc1	.	-32	1.2	-74
CO[C@H]1CN(C)C(=O)c2cc(NC(=O)C3CCCC3)ccc2OC[C@H](C)N(C)C[C@@H]1C	.	-34	3.2	.
C[C@@H]1CN([C@H](C)CO)S(=O)(=O)c2ccc(C3=CCCCC3)cc2O[C@H]1CN(C)C	.	-4	-0.9	3
O=C(C[C@H]1CC[C@H]2[C@@H](COC[C@H](O)CN2C(=O)C2CCOCC2)O1)NCc1ccncc1	-3&-7	-7	2.3	3
C[C@@H]1CN([C@@H](C)CO)C(=O)c2cc(NS(C)(=O)=O)ccc2O[C@@H](C)CCCCO[C@@H]1CN(C)S(=O)(=O)c1ccccc1	1	-25	0.9	-13
CC(C)C#Cc1ccc2c(c1)O[C@H](CN(C)C(=O)C1CCCCC1)[C@@H](C)CN([C@@H](C)CO)S2(=O)=O	30	?	-3.1	-34
C[C@H](CO)N1C[C@H](C)[C@H](CN(C)Cc2ccc(C(=O)O)cc2)OCCCC[C@H](C)Oc2ccc(NS(=O)(=O)c3ccc(F)cc3)cc2C1=O	3	-49	0.2	0
O=C(C[C@H]1C=C[C@H](NS(=O)(=O)c2ccc(F)cc2)[C@@H](CO)O1)NC1CCCCC1	.	-47	-0.7	-12
CNC(=O)C[C@H]1CC[C@@H]2[C@H](COc3ccc(NC(=O)Nc4ccc(Cl)cc4)cc3C(=O)N2C)O1	3	24	0.6	-7
CCC(=O)N1CC[C@@H]2[C@H]1c1cc(-c3ccccc3)ccc1N[C@@H]2CO	-20	43	2.3	31
CCNC(=O)[C@@H]1[C@@H](CO)[C@@H]2Cn3c(ccc(-c4ccccc4)c3=O)[C@@H]2N1C(=O)C1CCC1	2	16	-1.6	3
O=C(C[C@@H]1C=C[C@@H](NC(=O)Nc2cccc(F)c2)[C@@H](CO)O1)NCC1CC1	-1	.	-1.8	-13
CNC[C@@H]1Oc2c(NC(=O)c3ccncc3)cccc2C(=O)N([C@@H](C)CO)C[C@H]1C	1	38	0.3	18
C[C@H](CO)N1C[C@H](C)[C@@H](CN(C)S(=O)(=O)c2ccc(F)cc2)OCCCC[C@H](C)Oc2ccc(NC(=O)Nc3ccc(C(F)(F)F)cc3)cc2C1=O	.	88	0.7	-33
C[C@@H]1CN([C@H](C)CO)C(=O)c2cc(NC(=O)Nc3cccc4ccccc34)ccc2O[C@@H]1CN(C)Cc1ccc(C(=O)O)cc1	-4	.	0.0	-2

Complete entries from above. Values in the order: C diff growth, T cruzi growth, GASC1 inh, Pf Dd2 growth
C[C@@H]1CN([C@@H](C)CO)C(=O)c2cc(C#Cc3cccnc3)cnc2O[C@H]1CN(C)S(=O)(=O)c1ccccc1F as listed: -5, 51, -4.3, -24
CC(=O)N1[C@H](CN(C)C(=O)c2ccccc2F)[C@@H](c2ccccc2)[C@@H]1CO as listed: 3, 67, 0.9, -9

In the list so far, four contain a Cl atom.
SMILES	C diff growth	T cruzi growth	GASC1 inh	Pf Dd2 growth
CNC[C@@H]1OCCCC[C@H](C)Oc2ccc(NS(=O)(=O)c3ccc(Cl)cc3)cc2C(=O)N([C@@H](C)CO)C[C@@H]1C	0	32	-0.6	-17
C[C@@H]1CCCCO[C@H](CN(C)S(=O)(=O)c2cccs2)[C@@H](C)CN([C@@H](C)CO)C(=O)c2cc(NS(=O)(=O)c3ccc(Cl)cc3)ccc2O1	10	93*	0.3	-57
O=C(C[C@@H]1C[C@H]2c3cc(NC(=O)Nc4ccc(C(F)(F)F)cc4)ccc3O[C@H]2[C@H](CO)O1)NCc1ccc(Cl)cc1	.	-32	1.2	-74
CNC(=O)C[C@H]1CC[C@@H]2[C@H](COc3ccc(NC(=O)Nc4ccc(Cl)cc4)cc3C(=O)N2C)O1	3	24	0.6	-7

Assay outcomes as filed in PubChem.
